Giardia killer – Small Molecules that selectively kill Giardia lamblia: qHTS; Giardia lamblia trophozoite viability; activity change, % at 7.66 µM, hits read low; 340,000 tested, 0.15% active; AID 540267, 2011; in the data active = activity change below about -80%; inconclusive = between about -30% and that limit;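 note: parasites exposed to compound for two days anaerobically before the ATP read; % is set by controls: 0 for no effect and ±100 for the full control effect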
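Media and compound were dispensed first, then trophozoites at 100 cells/well; plates sat 48 hrs at 37 deg C without oxygen before ATP luminescence reagent was added and read after 15-30 min at room temperature.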
FBPA coupling cs – qHTS Assay for Inhibitors of Fructose-1,6-bisphosphate Aldolase from Giardia Lamblia: Coupling assay counterscreen | coupling enzyme system counterscreen, AmpLite Red fluorescence | AID 2472, 2010 | 290,000 tested, 0.67% active | activity change, negative = inhibition, % at 58.2 µM, hits read low; in the data active = activity change below about -30%; note: % is set by controls: 0 for no effect and ±100 for the full control effect
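First, compound is pin-transferred into glyceraldehyde-3-phosphate coupling-enzyme reagent at 57.5 uM final and held 10 min at RT. Next, substrate, coupling system and AmpLite Red are added. After 20 min RT, fluorescence (525/598 nm) is read.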
Menin-MLL TR inh – qHTS Assay for Inhibitors Targeting the Menin-MLL Interaction in MLL Related Leukemias: Competition With Texas Red Labeled MLL-derived Mutant Peptide; O00255; Menin + Texas Red MLL mutant peptide, fluorescence polarization; Potency, µM (titrated, usually from 61.6 µM), for the others: at the top dose FP activity change, negative = inhibition, usual class: inhibitors; 270,000 tested, 0.23% active; AID 1768, 2009; active = well fitted inhibition curve with a large enough effect in the polarisation, with a control signal flat, not every such curve was filed as active; inconclusive = small, poorly fitted or top-dose-only effect, or effect the other way, or a change in a side signal; inactive = no such curve, though single readings can be large or run the other way; the % refers to the polarisation; note: potency is the fitted concentration of half-maximal effect; % of control where 0% means no effect; many of its hits are not listed in these tables
KCNH2 3.1 block – qHTS for Inhibitors of KCHN2 3.1: Mutant qHTS; U2OS KCNH2 3.1, thallium flux FluxOr; stronger effect = lower value; 340,000 tested, 0.95% active; activity change, % (tested at about 1.8 µM);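 active = maximum activity change below -70%; inconclusive = maximum activity change from -70% to -50%; inactive = maximum activity change above -50%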;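 note: thallium influx rate constant from kinetic fluorescence after stimulation buffer; % is set by controls: 0 for no effect and ±100 for the full control effect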
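Measured as rate of thallium-driven FluxOr signal in transduced U2OS cells carrying the 3.1 channel, read kinetically for 2 min upon stimulation; values are rate constants scaled to DMSO control wells.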
USP2a inh – qHTS Assay for Inhibitors of Ubiquitin-specific Protease USP2a Using CHOP2 as the Reporter. 330,000 tested, 0.01% active. Ubiquitin carboxyl-terminal hydrolase 2 (Homo sapiens), O75604. USP2 core, Ub-CHOP2 coupled fluorogenic reporter, 485/531. Potency, µM (doses to about 38.3 µM), for the others: at the highest dose activity change, negative = inhibition, actives largely listed as inhibitors;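 note: potency is the fitted concentration of half-maximal effect; plate controls were DMSO wells for no effect and full inhibition by NEM control for full effect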
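Cell-free coupled assay: 10nM USP2 core preincubated 30min RT with compound in Tris-HCl pH 8.0/CaCl2/CHAPS buffer, then 25nM Ub-CHOP2 and 25nM reporter substrate; fluorescence (Ex 485/Em 531) read after 60min RT, normalized to NEM inhibition, concentration-response curves fitted.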
CXXC DNA block – qHTS Fluorescence Polarization Assay for Inhibitors of MLL CXXC domain - DNA interaction. Histone-lysine N-methyltransferase 2A (Homo sapiens), Q03164. MLL-CXXC / FITC-HOXA9 DNA fluorescence polarization. Potency, µM (highest dose often 115 µM), for the others: top-dose activity change, negative = inhibition, hits mostly inhibitors. 290,000 tested, 0.037% active. AID 2662, 2010; active = well fitted inhibition curve with a large enough effect in the polarisation, with a control signal flat, not every such curve was filed as active; inconclusive = small, poorly fitted or top-dose-only effect, or effect the other way, or a change in a side signal; inactive = no such curve, though single readings can be large or run the other way; the % refers to the polarisation; note: potency is the fitted concentration of half-maximal effect
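Steps: dispense CXXC domain solution (7 uM) → pin compounds or unlabeled HOX-A9 DNA control → 5 min ambient → add FLSN-HOX-A9 solution (50 nM) → spin → 30 min ambient → fluorescence polarization. Tris pH 7.5/NaCl/DTT/BSA buffer.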
GALK inhibitor – qHTS Assay for Inhibitors of Human Galactokinase (GALK). 270,000 tested, 0.007% active. Purified GALK, Kinase-Glo residual ATP luminescence. Potency, µM (doses to about 57.5 µM), without a hit: at the highest dose activity change, negative = inhibition, usual class: inhibitors; note: potency is the fitted concentration of half-maximal effect; % is set by controls: 0 for no effect and ±100 for the full control effect
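GALK at 5 nM final was combined with compound, 35 uM ATP and 100 uM galactose in HEPES pH8.0 with MgCl2 and DTT. The reaction ran one hour at room temperature before luminescent ATP detection.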
KCNH2 WT inh – qHTS for Inhibitors of KCHN2 3.1: Wildtype qHTS; 340,000 tested, 0.37% active; activity change, % at 1.84 µM; AID 720551, 2013; U2OS, BacMam KCNH2, thallium flux FluxOr; stronger effect = lower value; Voltage-gated inwardly rectifying potassium channel KCNH2 (Homo sapiens), Q12809;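 active = maximum activity change below -70%; inconclusive = maximum activity change between -70% and -50%; inactive = maximum activity change above -50%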; note: % is set by controls: 0 for no effect and ±100 for the full control effect
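U2OS cells transduced with wild-type KCNH2 virus are loaded with FluxOr dye for 45 min, and thallium flux is measured in kinetic reads before and after stimulation buffer. Rate constants are normalized to DMSO controls.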
TRPV1 agonist – HTS Assay for Compounds that Act as Agonists of the Vanilloid Receptor 1; TRPV1-expressing cells, Fluo-8 calcium influx, agonist mode; activation, % at 8.33 µM; 320,000 tested, 0.19% active; AID 540275, 2011; in the data active = activation above about 80%; inconclusive = between about 30% and that limit; note: 0% is about no effect
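TRPV1-expressing cells were cultured overnight at 35.5C and loaded with Fluo-8 calcium dye for 40 to 90 min at room temperature. After a 10 s baseline, compound was added and calcium influx was read kinetically for 3 min (ex 480/em 520 nm).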
PKM2 act – qHTS Assay for Activators of Human Muscle isoform 2 Pyruvate Kinase. Pyruvate kinase PKM (Homo sapiens), P14618. 260,000 tested, 0.34% active. AID 1631, 2009. Potency, µM (titrated, usually from 57.5 µM), inactives show top-dose activation, hits mostly activators. purified PKM2, Kinase-Glo ATP luminescence, activation; response scale: 0% is enzyme alone, no compound; note: potency is the fitted concentration of half-maximal effect; % is set by controls: 0 for no effect and ±100 for the full control effect; nearly all actives have a fitted effect of over 55% in size
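ATP formation by purified human PK-M2, quantified via coupled luciferase luminescence after 1 h at room temperature with 0.1 mM ADP and 0.5 mM PEP final.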
B2AR arrestin – qHTS assay of beta-arrestin-biased ligands of beta2-adrenergic receptor; beta-arrestin recruitment to beta2AR, cell-based reporter; Potency, µM (highest dose often 46.1 µM), inactives show top-dose activation, usual class: activators; 330,000 tested, 0.02% active; AID 492947, 2010;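 note: potency is the fitted concentration of half-maximal effect; 0% = DMSO controls and full agonism = EC100 isoproterenol or metaproterenol; nearly all actives have a fitted effect of over 65% in size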
Numbers without * were called inactive; ? = inconclusive; nt = no result given; [ ] = dose if it differs, or a comment. Unless noted, calls come from the whole dose curve; as a rule, active = well fitted curve in the direction sought with a large enough effect; inconclusive = small, poorly fitted or top-dose-only effect, or another doubt; inactive = no such curve, though single readings can be large; an effect the other way counts as inactive or inconclusive. These rows are one share of the data, so the mix of outcomes need not match the whole.

SMILES	Giardia killer	FBPA coupling cs	Menin-MLL TR inh	KCNH2 3.1 block	USP2a inh	CXXC DNA block	GALK inhibitor	KCNH2 WT inh	TRPV1 agonist	PKM2 act	B2AR arrestin
Cn1nnnc1SCC(=O)N(C1CCCCC1)C1CCCCC1	-3	1	0%	-2	2%	2%	1%	2	30	2%	0.3%
O=C(COC(=O)c1n[nH]c(=O)c2ccccc12)c1ccc(Cl)cc1	-15	1	2%	-5	5%	31%[activator]	-3%	-18	-1	3%	0.4%
CC(OC(=O)COc1ccc(C#N)cc1)C(=O)Nc1ccc(Cl)cn1 (stereo unspecified)	14	nt	nt	-10	3%	nt	nt	-2	18	nt	-0.5%
O=C1N(c2ccccc2C(F)(F)F)O[C@]1(c1ccccc1)C1CCCCC1	4	nt	nt	-10	2%	nt	nt	6	12	nt	-0.8%
Cc1ccc(NC(=S)N(CCCN2CCC(C)CC2)Cc2ccco2)cc1C	31[activator]	2	-11%	-16	0%	3%	10%	14	5	nt	0.0%
O=C(COC(=O)c1ccc2c(c1)OCO2)Nc1ccccc1	46[activator]	0	1%	16	0%	0%	-2%	4	10	-47%	-1.2%
O=C(COC(=O)c1cn(-c2ccccc2)nc1-c1ccccc1)c1cccc([N+](=O)[O-])c1	-8	-4	51%[activator]	-16	1%	18%	3%	2	-1	0%	-0.9%
CCN(CC(=O)Nc1c(F)cccc1F)C(=O)c1ccc(C(F)(F)F)cc1	-20	3	-19%	13	-3%	2%	4%	-11	24	nt	-0.2%
COc1cccc(CN(c2ccc3c(c2)CCC3)S(=O)(=O)c2ccc(-n3cnnn3)c(OC)c2)c1	15	-8	2%	-14	-7%	0%	1%	4	-3	7%	-0.9%
C=CCn1c(C(C)NC(=O)CCC)nc2ccccc21 (stereo unspecified)	0	1	3%	0	-2%	-4%	0%	-3	3	-6%	-0.6%
CCCn1c(SCC(=O)NC2CCCCC2)nnc1C1CC1	-20	nt	nt	nt	-1%	2%	5%	3	0	-1%	-0.3%
Cc1ccc(-n2c3c(cc(C(=O)O)c2=O)C(=O)CC(C)(C)C3)cc1	-2	6	12%	2	2%	-2%	-1%	-2	-10	-1%	-0.2%
Cc1ccc(C(=O)c2cccc(N)c2)cc1C	6	0	-11%	8	-2%	-1%	12%	nt	2	-2%	0.2%
Cc1cc(NC(=O)C(C)SCC(=O)N(C)Cc2c(F)cccc2Cl)no1 (stereo unspecified)	-5	nt	nt	27	1%	nt	nt	-4	nt	nt	4.5%
Nc1nc(-c2ccccc2)cc(N2CCCCC2)n1	-12	0	-5%	25	-1%	2%	-1%	-6	2	-3%	0.0%
O=C(Nc1ccc(C2=NCCN2)cc1)c1ccc(C(=O)Nc2ccc(C3=NCCN3)cc2)c([N+](=O)[O-])c1	?	3	-2%	2	?	?	9%	0	-2	11%	3.1%
O=C(CNC(=S)NC(=O)c1cccc([N+](=O)[O-])c1)c1ccccc1	31[activator]	0	19%	1	-2%	0%	1%	1	3	-1%	0.1%
CC(C)(C)c1ccc(C(=O)N2CCC(C(=O)NCC3CCCO3)CC2)cc1 (stereo unspecified)	-4	2	2%	-31	-2%	3%	0%	-1	1	0%	8.9%
CCSc1nc(O)c(C2OC(=O)c3c2ccc(OC)c3OC)c(=O)n1-c1ccccc1 (stereo unspecified)	-3	10	0%	2	-2%	-22%	3%	0	0	-6%	-0.7%
O=C(CSc1ccc(-c2ccncc2)nn1)N1CCCCC1	6	2	5%	17	-13%	0%	1%	-1	3	7%	-1.0%
O=C(COC(=O)c1cc([N+](=O)[O-])ccc1N1CCOCC1)NC1CCS(=O)(=O)C1 (stereo unspecified)	14	nt	nt	-2	1%	nt	nt	-32	0	nt	0.4%
CNC(=S)N(CCc1c(C)[nH]c2ccc(OC)cc12)Cc1cccnc1	-17	3	8%	17	-1%	19%	-2%	7	-1	6%	-0.1%
CC(C)OC(=O)c1ccc(NC(=S)NC(=O)c2cncc(Br)c2)cc1	-21	1	29%	-2	6%	-9%	3%	-8	-3	nt	0.3%
COc1ccc(CCN(C)c2ccc(S(=O)(=O)N3CCCC3)cn2)cc1OC	1	3	-5%	-5	1%	-1%	-1%	-4	3	3%	0.0%
C=CCOc1ccc(C2N3CC4(CC)CN2CC(CC)(C3)C4=O)cc1 (stereo unspecified)	12	3	-8%	7	6%	-1%	4%	9	3	3%	-0.3%
COc1ccccc1CCC(=O)Oc1ccccc1C#N	-2	nt	nt	7	5%	-1%	0%	1	-1	7%	0.3%
CN(C)CC(NC(=O)c1cccc(S(=O)(=O)Nc2ccc3c(c2)OCO3)c1)c1ccccc1 (stereo unspecified)	-15	nt	nt	4	0%	nt	nt	2	1	nt	0.2%
CC1Cc2ccccc2N1C(=O)COC(=O)c1ccc([N+](=O)[O-])o1 (stereo unspecified)	5	nt	nt	3	4%	nt	nt	-7	nt	nt	-0.1%
CCN1C(=O)[C@H]2[C@H]3CN=C(SCc4ccc(OC)cc4)N3[C@@](CC)(C(=O)OC)[C@H]2C1=O	6	nt	nt	15	0%	nt	nt	1	nt	nt	-0.4%
COCc1c(C#N)c(NCCc2ccccc2)nc(C)c1[N+](=O)[O-]	-6	-6	1%	10	4%	5%	0%	16	2	-4%	-1.7%
O=C(OCC(=O)c1c[nH]c2ccccc12)c1cccc(O)c1	3	4	3%	8	-7%	8%	1%	0	5	10%	-0.5%
Oc1ccccc1C=Nc1ccccc1-c1nc2ccccc2[nH]1	6	-3	13%	1	2%	10%	0%	-9	7	-9%	-0.2%
CCCN(CCC)Cc1c(C(=O)OCC)nnn1-c1nonc1N	-2	-1	7%	9	-1%	-2%	-1%	7	-1	2%	-0.6%
COCCCC1CCN(C(=O)C2CCC(=O)N(Cc3ccccc3F)C2)CC1 (stereo unspecified)	10	nt	nt	9	1%	5%	-7%	2	-2	-1%	0.0%
COc1ccccc1NC(=O)CCCc1nnc2n(C)c(=O)c3sccc3n12	0	3	-12%	-19	0%	10%	-2%	-2	2	9%	-0.3%
O=C(NCCc1ccc2c(c1)OCO2)C1CCN(S(=O)(=O)c2ccc(Cl)cc2)CC1	-20	0	10%	?	-1%	14%	0%	6	2	1%	-1.1%
CCOC(=O)c1c2n(c3ccc(OC(C)=O)cc13)CCC2	3	-2	-5%	4	-8%	-2%	3%	-3	0	16%	-0.1%
COc1ccccc1C(=O)COC(=O)C1(C)CC1(Cl)Cl (stereo unspecified)	-22	nt	nt	-1	-1%	nt	nt	-2	nt	nt	-0.6%
CCOc1ccc(-c2cn(CCC#N)cn2)cc1	-4	0	4%	3	-2%	15%	7%	13	-1	-3%	0.1%
Cc1ccc(-c2csc(NC(=O)CSc3nnc4c(n3)[nH]c3ccccc34)n2)cc1	-2	-1	-1%	-35	-2%	23%	nt	-44	17	3%	-0.8%
Cc1ccccc1NS(=O)(=O)c1ccc2oc(=O)ccc2c1	-14	2	10%	-5	0%	5%	4%	-3	1	?	?
COc1ccc2c(=O)c(N3C(=O)c4ccccc4C3=O)c(C)oc2c1	-6	0	0%	1	1%	-5%	-2%	-16	5	2%	-0.4%
CSc1nnc2c(n1)OC(C1CC=C(C)CC1)Nc1ccccc1-2 (stereo unspecified)	nt	1	-5%	nt	-6%	5%	3%	nt	3	-8%	-0.7%
Cc1ccccc1NC(=O)CN1CCN(C(=O)c2ccco2)CC1	4	nt	nt	6	-1%	7%	-8%	-1	-3	-3%	0.1%
Cc1ccc(C)c(CSC2=NN3CCCC(=O)N=C3S2)c1	4	0	nt	-9	8%	10%	0%	-11	23	6%	-0.4%
COc1ccc(NC(=O)c2nc(-n3nc(C)cc3C)ccc2Cl)cc1Cl	5	1	1%	nt	0%	3%	0%	-9	8	-1%	0.2%
CCOc1ccc2c(c1)/C(=N/N1C(=O)c3ccccc3C1=O)C(=O)N2	-2	4	2%	7	-1%	6%	1%	5	4	1%	0.0%

Source: PubChem BioAssay
